esBAF inh: Bmi1 luciferase reporter increase in mESCs, primary screen, esBAF inhibitor project, mouse ES cells, Bmi1 luciferase knock-in, single point. 24 h; 100% = twice the neutral-well signal. reporter increase, % at 12.5 µM. 2% of 350,000 active; in the data active = activation above about 40%; inconclusive = no clear call, values can overlap the other calls;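 also: 0% = median of the plate's neutral control wells and 100% = double that signal; a rise in the Bmi1 reporter signal indicates esBAF inhibition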
RAD52 anneal inh: RAD52 DNA annealing inhibitors, primary screen, biochemical, FRET, single point, set 2; DNA repair protein RAD52 homolog (Homo sapiens), P43351; recombinant RAD52 DNA annealing, FRET fluorescence; inhibition, % at 18.7 µM; 0.46% of 360,000 active; AID 651710, 2012;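 active = every replicate showing at least 50% inhibition; inconclusive = mean inhibition at least 50% but not in every replicate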
S100A4 MyoIIA: inhibitors of S100A4-myosin IIA peptide binding, primary screen, biochemical, fluorescence polarization, TAMRA-MyoIIA peptide; Protein S100-A4 (Homo sapiens), P26447; inhibition, % at 10.7 µM; 0.14% of 360,000 active; AID 652163, 2013;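 active = mean inhibition of at least 70% across replicates, with every replicate also reaching that level; inconclusive = mean inhibition reaches 70% but some replicates fall short; inactive = mean inhibition below 70%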
Target sequence (P26447 whole entry, looked up): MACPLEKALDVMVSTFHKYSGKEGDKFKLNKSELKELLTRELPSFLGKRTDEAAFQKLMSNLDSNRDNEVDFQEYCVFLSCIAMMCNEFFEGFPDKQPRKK
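Material: S100A4 monomer protein | Medium: HEPES pH 7.2 with CaCl2, KCl, NaCl, DTT, Triton | Reagent: Labelled myosin peptide probe, 5 nM | Doses: One dose per compound | Times: 5 min incubation before reading | Benchmarks: Neutral control DMSO, positive control TFP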
XiGFP reactiv: activators of inactive X chromosome reactivation, primary screen, imaging, XiGFP fibroblasts, GFP high-content imaging, set 2; XiGFP mouse fibroblasts, % GFP-positive cells imaging, 3 d; cells co-treated with 5-aza-dC sensitizer; scaled so ellipticine positive control = 100%; activation, % at 7.58 µM; 0.055% of 360,000 active; AID 743238, 2013;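 active = mean normalized replicate activation at least 10% and every replicate at or above 10%; inconclusive = only one of the two criteria met; inactive = mean below 10% and not all replicates reach 10%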;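 also: 0% = median of on-plate neutral control wells and 100% = ellipticine 6 µM median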
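System: 68-5-11 XiGFP fibroblast line | Buffer or medium: DMEM containing 5-aza-dC | Compound: Single point | Times: Compounds 3 days, fix/stain 15 min at room temperature | Benchmarks: Positive control ellipticine, 6 µM final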
RAD54 branch: inhibitors of human RAD54 branch migration, primary screen, biochemical, fluorescence, single point | DNA repair and recombination protein RAD54-like (Homo sapiens), Q92698 | RAD54 Holliday junction branch migration, FAM/BHQ fluorescence | inhibition, % at 10.4 µM | 0.14% of 360,000 active | AID 602329, 2012;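 active = mean normalized replicate activity at least 40 and at least half of replicates scoring 40 or more; inconclusive = only one of the two criteria met; inactive = mean below 40 and under half of replicates reaching 40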;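 also: 0% = median of neutral control wells and 100% = median of positive control wells; inhibitors cause a drop in the FAM fluorescence signal; in these data hits start at about 50%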
Target sequence (Q92698 whole entry, looked up): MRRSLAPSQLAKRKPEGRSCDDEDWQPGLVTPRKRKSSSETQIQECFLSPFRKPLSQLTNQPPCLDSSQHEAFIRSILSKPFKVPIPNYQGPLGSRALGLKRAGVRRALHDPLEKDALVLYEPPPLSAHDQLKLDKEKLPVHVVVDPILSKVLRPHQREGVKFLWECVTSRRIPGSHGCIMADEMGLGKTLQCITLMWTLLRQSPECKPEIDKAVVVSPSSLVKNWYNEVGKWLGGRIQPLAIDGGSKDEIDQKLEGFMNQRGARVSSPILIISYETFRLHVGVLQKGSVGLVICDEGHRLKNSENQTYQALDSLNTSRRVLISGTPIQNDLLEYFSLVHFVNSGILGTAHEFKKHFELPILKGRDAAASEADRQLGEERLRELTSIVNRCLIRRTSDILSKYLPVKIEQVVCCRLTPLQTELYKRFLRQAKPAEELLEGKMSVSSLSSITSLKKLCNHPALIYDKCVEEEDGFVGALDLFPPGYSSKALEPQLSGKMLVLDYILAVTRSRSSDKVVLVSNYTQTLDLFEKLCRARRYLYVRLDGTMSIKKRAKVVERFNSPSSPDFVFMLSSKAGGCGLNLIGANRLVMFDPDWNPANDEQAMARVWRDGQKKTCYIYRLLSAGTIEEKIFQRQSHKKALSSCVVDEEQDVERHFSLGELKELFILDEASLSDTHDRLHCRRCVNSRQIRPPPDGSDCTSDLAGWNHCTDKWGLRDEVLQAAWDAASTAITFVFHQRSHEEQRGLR
E-selectin induc: E-selectin induction in HUVECs, primary screen, imaging, HUVEC, immunofluorescence imaging, single point; P16581; 0.37% of 260,000 active; activation, % at 7.58 µM; normalized: neutral wells 0, TNF-alpha wells 100; AID 686992, 2013;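 active = mean E-selectin-positive cell signal at least 10% of the positive control, reached in at least 60% of replicates, without over 20% cell loss; inconclusive = no rule given, readout overlaps actives, possibly toxicity-flagged; inactive = the rest, including those meeting only one limit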;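 also: in these data hits start at about 27%; measured in HUVEC primary endothelial cells; signal is the percent of cells scored E-selectin positive by PE staining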
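Read-out basis: % PE-positive cells; Test system: HUVEC primary endothelial cells; Technique: immunofluorescence imaging; Dosing: single-point compound dose.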
ERAP1 inh: human ERAP1 aminopeptidase inhibitors, primary screen, biochemical, single point, plate reader; recombinant ERAP1, Leu-AMC fluorescence, 60 min; 0.15% of 340,000 active; inhibition, % at 10.7 µM;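 active = mean replicate inhibition of at least 30%, or all replicates individually reaching that 30% level; inactive = mean below 30% and not every replicate reaching it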;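 also: 0% = neutral control wells and 100% = L-leucinethiol positive control wells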
ERp5 block: inhibitors of ERp5-driven insulin aggregation, primary screen, biochemical, turbidity, absorbance 650 nm, single point | inhibition, % at 9.99 µM | 0.05% of 350,000 active | 90 min;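 active = mean replicate inhibition above about 25%, with every replicate also reaching it, limit read from the data, passing the limit was not always enough; inconclusive = only one of those two criteria met; inactive = neither criterion met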
Active calls of the source: *; ? = inconclusive; / = not tested or not shown.

mol	S100A4 MyoIIA	ERp5 block	XiGFP reactiv	RAD54 branch	RAD52 anneal inh	esBAF inh	ERAP1 inh	E-selectin induc
N#Cc1ccc(OS(=O)(=O)c2ccc(-c3ccon3)s2)cc1	-7	-5	0.0	-2	-160	3	1	/
CC1=C(C(=O)N(C)C)CC(CC(=O)NC(c2ccccc2)c2ccccc2)C(=O)N1CCC1=CCCCC1 (configuration not stated)	-11	2	0.1	1	-30	-8	1	/
COc1cccc(-c2csc(N3CCN(C(=O)Nc4ccccc4Cl)CC3)n2)c1	-4	-1	-0.1	/	-33	/	-2	/
O=C(Nc1ccccc1C(=O)Nc1ccccc1)c1ccco1	0	0	0.0	-5	3	6	-3	/
O=C(CC1CC1)N1CC(=O)N2[C@H](C1)[C@H](c1ccc(/C=C/c3ccccc3)cc1)[C@@H]2CO	49	0	0.1	/	5	/	4	0.2
CS(=O)(=O)c1ccc(Cl)c(NC(=O)COC(=O)c2ccc(F)cc2Cl)c1	-8	3	0.0	4	-6	/	4	0.0
Cc1cccc(S(=O)(=O)N2C[C@@H](O)COC[C@@H]3O[C@H](CC(=O)NCc4ccc5c(c4)OCO5)CC[C@H]32)c1	4	4	0.1	2	-1	-1	1	-0.1
O=C(/C=C/c1ccccc1)NNC1=NS(=O)(=O)c2ccccc21	-9	-3	0.0	/	-15	/	4	/
Cc1noc(C)c1NC(=O)Nc1ccc2c(c1)C(=O)N(C)[C@@H]1CC[C@H](CC(=O)NCc3ccc(Cl)cc3)O[C@@H]1CO2	-3	1	0.1	6	10	0	-2	0.0
CC(C)OCCCNc1ncc2c(n1)CC(c1cccs1)CC2=O (configuration not stated)	0	2	0.0	/	-7	/	3	-0.8
Cc1c(NC(=O)C2CCCCN2S(=O)(=O)c2ccc(Cl)cc2)c(=O)n(-c2ccccc2)n1C (configuration not stated)	-1	8	0.0	2	-14	1	3	1.6
Cn1c(=O)c2c(SCC(=O)N3CCN(c4ccccc4)CC3)nc(C3CC3)nc2n(C)c1=O	0	0	-0.1	1	-2	0	3	-0.1
C[C@@H]1CCCCO[C@@H](CN(C)C(=O)c2ccccc2)[C@H](C)CN([C@@H](C)CO)C(=O)c2cc(NC(=O)Nc3ccc(F)cc3)ccc2O1	-3	-4	1.9	9	4	4	-4	-0.1
CN(C)S(=O)(=O)c1cccc(NC(=O)COC(=O)/C=C/c2ccc3c(c2)OCO3)c1	-7	-1	0.5	-8	-3	?	6	/
COc1ccc(NC(=O)c2onc(C)c2Cl)cc1	10	1	-0.1	-6	-7	46*	0	3.2
COc1ccc(C(C(=O)NCC2CCCO2)N(C(=O)Cn2nnc3ccccc32)c2ccccc2C(C)=O)cc1OC (configuration not stated)	-20	4	0.0	-6	-14	2	4	1.1
O=C1OCCN1C(=O)[C@H]1[C@H](c2ccc(F)cc2)C(c2cccc(Cl)c2)=NN1c1ccccc1	1	1	-0.1	6	-39	-10	/	2.1
COc1ccc(NC(=O)CC2SC(=NCC3CCCO3)NC2=O)cc1 (configuration not stated)	2	4	0.0	8	-15	/	-1	-0.1
Cc1ccc(-n2nnc(-c3nccs3)n2)cc1	0	-1	-0.2	6	-4	-73	/	0.8
CCS(=O)(=O)N1N=C(c2cccc(NS(C)(=O)=O)c2)CC1c1ccccc1 (configuration not stated)	-50	3	0.1	/	-120	/	1	/
COc1ccc(C(=O)COC(=O)c2c(-c3ccccc3)noc2C)c(OC)c1	1	3	-0.1	3	-10	-11	0	1.8
COc1c(N2C[C@@H]3CCCN[C@@H]3C2)c(F)cc2c(=O)c(C(=O)O)cn(C3CC3)c12	-2	0	0.1	14	27	2	-3	?
C[C@@H]1CN([C@@H](C)CO)C(=O)c2cc(NS(=O)(=O)c3cccs3)ccc2O[C@@H](C)CCCCO[C@H]1CN(C)C	0	6	0.4	/	-20	/	2	-0.3
COc1ccc(CCNC(=O)CCCNC(=O)Cn2cnc3sc(C)c(C)c3c2=O)cc1OC	-8	7	0.1	/	-21	/	2	/
CCN(CC)S(=O)(=O)c1ccc(NC(=O)C2CC(=O)N(c3ccc4c(c3)OCCO4)C2)cc1 (configuration not stated)	-1	1	0.0	-8	-27	-23	-7	-0.4
C[C@@H]1CN([C@@H](C)CO)C(=O)c2cc(-c3ccc(C(=O)N(C)C)cc3)cnc2O[C@@H]1CN(C)C(=O)CN(C)C	-1	-3	0.2	-21	-7	-1	0	-0.2
O=C(CSc1cccc[n+]1[O-])Nc1c(Br)cc([N+](=O)[O-])cc1Br	2	-4	0.2	1	16	0	3	-0.1
Cc1cc(C(=O)Nn2c(-c3ccncc3)nc3ccccc3c2=O)ccc1[N+](=O)[O-]	-7	-7	0.0	1	-8	-5	-3	/
CCC(=O)N1CC(=O)N2[C@H](CO)[C@@H](c3ccc(-c4ccc(C(=O)N(C)C)cc4)cc3)[C@H]2C1	-52	8	0.1	/	4	/	0	0.6
Cc1cccc(OCC(=O)OCC(=O)N(CC(C)C)c2c(N)n(Cc3ccccc3)c(=O)[nH]c2=O)c1C	0	4	-0.2	11	6	-4	3	-0.1

No new results follow: 8 of the compounds above.
mol	S100A4 MyoIIA	ERp5 block	XiGFP reactiv	RAD54 branch	RAD52 anneal inh	esBAF inh	ERAP1 inh	E-selectin induc
C[C@@H]1CN([C@@H](C)CO)C(=O)c2cc(NS(=O)(=O)c3cccs3)ccc2O[C@@H](C)CCCCO[C@H]1CN(C)C	0	6	0.4	/	-20	/	2	-0.3
COc1ccc(CCNC(=O)CCCNC(=O)Cn2cnc3sc(C)c(C)c3c2=O)cc1OC	-8	7	0.1	/	-21	/	2	/
CCN(CC)S(=O)(=O)c1ccc(NC(=O)C2CC(=O)N(c3ccc4c(c3)OCCO4)C2)cc1 (configuration not stated)	-1	1	0.0	-8	-27	-23	-7	-0.4
C[C@@H]1CN([C@@H](C)CO)C(=O)c2cc(-c3ccc(C(=O)N(C)C)cc3)cnc2O[C@@H]1CN(C)C(=O)CN(C)C	-1	-3	0.2	-21	-7	-1	0	-0.2
O=C(CSc1cccc[n+]1[O-])Nc1c(Br)cc([N+](=O)[O-])cc1Br	2	-4	0.2	1	16	0	3	-0.1
Cc1cc(C(=O)Nn2c(-c3ccncc3)nc3ccccc3c2=O)ccc1[N+](=O)[O-]	-7	-7	0.0	1	-8	-5	-3	/
CCC(=O)N1CC(=O)N2[C@H](CO)[C@@H](c3ccc(-c4ccc(C(=O)N(C)C)cc4)cc3)[C@H]2C1	-52	8	0.1	/	4	/	0	0.6
Cc1cccc(OCC(=O)OCC(=O)N(CC(C)C)c2c(N)n(Cc3ccccc3)c(=O)[nH]c2=O)c1C	0	4	-0.2	11	6	-4	3	-0.1

The listing continues.
mol	S100A4 MyoIIA	ERp5 block	XiGFP reactiv	RAD54 branch	RAD52 anneal inh	esBAF inh	ERAP1 inh	E-selectin induc
COc1ccc(CCN2C(=O)NC(NC(=O)CCc3ccccc3)(C(F)(F)F)C2=O)cc1OC (configuration not stated)	0	7	0.0	-6	-9	/	0	-1.7
CCOc1ccccc1N1CCN(C(=O)CNC(=O)c2ccccc2F)CC1	0	-1	0.0	5	-13	10	-4	0.8
Cc1cc(C(=O)COc2ccccc2C(N)=O)c(C)n1C1CC1	0	0	-0.2	/	-5	/	1	/
O=C(COC(=O)c1ccc(O)cc1O)Nc1ccc2ccccc2c1	5	-2	0.0	1	-7	25	3	-0.3
O=C(NCc1ccccc1)[C@@H]1N[C@@H]2c3ccc(-c4ccccc4)c(=O)n3C[C@@H]2[C@H]1CO	-5	/	0.2	3	9	0	-1	-1.6
O=C(C[C@@H]1C=C[C@@H](NC(=O)Nc2cc(F)ccc2F)[C@@H](CO)O1)NCc1ccncn1	-11	-1	-0.2	0	-1	0	-2	-0.3
CC(C)CC(=O)Nc1ccc(S(=O)(=O)NCc2ccco2)cc1	8	8	/	-3	-22	-3	-2	/
Cc1ccc(-c2nc(N3CCN(C)CC3)c3ccccc3n2)cc1	-10	-1	0.1	57*	5	-13	-7	2.5
O=C1c2cccc3cccc(c23)N1Cc1ccc(F)cc1	0	-2	0.0	/	-25	/	4	/
C[C@@H]1CN([C@H](C)CO)C(=O)c2cc(NC(=O)CCCN(C)C)ccc2O[C@H]1CN(C)C(=O)NC1CCCCC1	21	-2	0.0	-12	-44	-5	-2	0.0
O=C(CCCn1cc([N+](=O)[O-])cn1)NCc1ccccc1	-5	5	0.0	/	-14	/	-1	/
Cc1ccc(-n2c(SCc3nc4ccccc4c(=O)[nH]3)nnc2-c2ccccc2O)cc1	4	-8	0.1	/	-10	/	2	-1.5
CCCNC(=O)C[C@@H]1CC[C@@H]2[C@H](COC[C@@H](O)CN2C(=O)c2ccc(F)cc2)O1	-62	0	0.0	-1	-124	-4	-1	0.2
Cc1occc1C(=O)N/N=C/c1ccc(OCc2ccccc2)cc1	2	3	-0.1	/	3	54*	-1	0.5
O=C(Cc1cn(Cc2ccccc2)c2ccccc12)Nc1ccc(Nc2cccnc2)c(Br)c1	-2	-1	0.5	/	-38	/	-2	1.6
O=C(N/N=C/c1ccco1)C(O)C(O)C(=O)N/N=C/c1ccco1 (configuration not stated)	2	-2	0.0	1	-10	-3	2	/
CCNC[C@H]1[C@@H](c2ccccc2)[C@@H](CO)N1C(=O)Cc1ccccn1	-2	1	0.4	5	-26	-1	0	-0.2
CCOC(=O)N1CCN(c2cc(=O)n(C)c(=O)n2C)CC1	-5	12	0.0	-3	-9	/	-3	0.0

Assay outcomes: PubChem, Broad Institute
